# human PMI inhibitors: MPI inhibition at elevated mannose 6-phosphate – biochemical, fluorescence intensity, high mannose 6-phosphate, primary screen (AID 1220) | inhibition, % at 20 µM; hits with a dose series show IC50 in µM | recombinant PMI enzyme, coupled fluorescence intensity; higher % means a stronger effect | hit rate 0.66% among 190,000
# P. falciparum M17LAP: P. falciparum M17LAP inhibitors, primary screen, biochemical, fluorogenic H-Leu-NHMec substrate, 1536-well (AID 1619); recombinant M17LAP, H-Leu-NHMec fluorogenic kinetic assay; higher % means a stronger effect; one-dose inhibition, % at 30 µM; IC50 in µM for titrated hits; hit rate 0.38% among 220,000;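 active means compound inhibiting the enzyme by more than half at any dose during confirmatory dose-response retesting; inconclusive means strong single-dose inhibitors picked by rank but not retested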;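 further: plate controls were full reaction with DMSO carrier for no effect and no enzyme background for full effect; strong numbers were not always called active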
# WT yeast gro inh: growth inhibition of WT yeast, mitochondrial fusion screen. mitochondrial fusion phenotypic screen, WT strain. inhibition, % at 10 µM. hit rate 2.1% among 190,000; in the data active means inhibition above about 58%; tested in S. cerevisiae
# TNAP activation fold: human TNAP enzyme activators, primary screen, biochemical, luminescent, no phosphate acceptor, uHTS (AID 1001). hit rate 0.03% among 200,000. purified TNAP, luminescent activation assay, no phosphate acceptor; higher activation fold means a stronger effect. activation fold at 20 µM; hits with a dose series show EC50 in µM; in the data active means activation fold from about 3, or a potency from the dose series; inactive means the rest, 99 in 100 with activation fold below about 1.6; further: many of its hits are not listed in these tables
# Yfh1-off respiration: mitochondrial function rescue without frataxin homolog – Friedreich's ataxia, plus single-dose screen, dose response (AID 1465) | hit rate 0.074% among 220,000 | S. cerevisiae Yfh1-off respiration, WST-1 reduction, 72 h; higher fold induction means a stronger effect | one-dose fold induction at 50 µM; EC50 in µM for titrated hits;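 active means fold induction of absorbance versus untreated yeast above a set limit, then at least 30% activation at any dose in follow-up; inconclusive means repeats straddling the limit, or above it without dose testing; inactive means fold induction below the set limit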;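 further: activators that raise dye reduction in frataxin-depleted yeast; strong numbers were not always called active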
# LYP inhibition: inhibitors of LYP phosphatase, biochemical, fluorescence intensity, uHTS (AID 1779) | recombinant LYP phosphatase, fluorescence intensity; higher % means a stronger effect | hit rate 0.054% among 290,000 | one-dose inhibition, % at 11.5 µM; IC50 in µM for titrated hits;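 further: plate controls were vehicle with enzyme for no effect and no enzyme for full effect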
# XIAP antagonists: small molecules displacing peptide from XIAP – biochemical, IAP family, fluorescence polarization (AID 1018). XIAP BIR domain, fluorescence polarization peptide displacement; higher % means a stronger effect. displacement, % at 20 µM, or IC50 in µM where a hit was titrated. hit rate 0.007% among 200,000; in the data active means displacement above about 50%; further: a part of the inactive calls stands beside numbers as strong as those of hits
# P. falciparum M1AAP: malaria alanyl aminopeptidase activity blockers – biochemical, fluorogenic H-Leu-NHMec substrate, 1536-well (AID 1445) | hit rate 0.42% among 220,000 | one-dose inhibition, % at 30 µM; IC50 in µM for titrated hits | recombinant M1AAP, H-Leu-NHMec fluorogenic kinetic assay; higher % means a stronger effect;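 active means primary inhibition above the hit cutoff, then over 50% inhibition at one or more dose response concentrations, cut at about 23% in these data, passing the limit was not always enough; inconclusive means conflicting primary data, or primary hits not chosen for dose response; inactive means low primary inhibition, or under 50% at every dose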;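 further: plate controls were DMSO full reaction for no effect and no enzyme background for full effect; strong numbers were not always called active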
# human PMI inhibition: inhibitors of human PMI, primary screen, biochemical, fluorescence intensity, coupled assay (AID 1209). purified PMI enzyme, coupled fluorescence intensity; higher % means a stronger effect. inhibition, % at 20 µM, or IC50 in µM where a hit was titrated. hit rate 0.42% among 190,000;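 further: plate controls were DMSO vehicle for no effect and wells lacking substrate for full effect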
# WT yeast gro inh mutant strain: recorded beside WT yeast gro inh, whose call it bears; inhibition, %; mitochondrial fusion phenotypic screen, mutant strain inhibition
# * hit, by the source's call; i = inactive; u = inconclusive; x = no result given. Unless noted, no stated cut-off is given here; in the data, active means inhibition above about 50%; inactive means the rest. Compounds were not picked by outcome, and some 3.7% of all compounds hit somewhere here.
SMILES,human PMI inhibitors,P. falciparum M17LAP,WT yeast gro inh,WT yeast gro inh mutant strain,TNAP activation fold,Yfh1-off respiration,LYP inhibition,XIAP antagonists,P. falciparum M1AAP,human PMI inhibition
COC(=O)C1=C(C)NC(=O)/C1=C/c1ccc(CNS(=O)(=O)c2ccc(C)cc2)o1,35%,12%,-8,0,1,i,-2%,-4.4%,9%,14%
COc1ccc(C(=O)Nc2nc3ccccc3[nH]2)cc1OC,-4%,7%,22,4,1.1,i,-2%,-5.3%,2%,-3%
COc1ccc(CN(Cc2cccnc2)S(=O)(=O)c2ccc(-n3cnnn3)c(C)c2)cc1OC,5%,-2%,0,-4,1.1,i,-7%,-4.0%,3%,5%
CC(C)CNC(=S)NC(=O)c1ccc(Cl)cc1Cl,13%,-3%,1,-12,1.1,i,-2%,-2.7%,4%,24%
CCOC(=O)c1cc2occc2n1CCCN1C(=O)c2ccccc2C1=O,-6%,-7%,25,22,1.1,i,2%,-7.8%,0%,0%
Cc1cc(C)nc(SCC(=O)NNC(=O)c2cccs2)n1,4%,15%,-14,-4,1.2,i,2%,-2.0%,1%,-5%
CN(C)C(=O)c1ccc(-c2nnc(NCc3ccccc3)c3ccccc23)cc1,11%,-7%,-4,-5,1.1,i,0%,-2.1%,2%,15%
O=C(c1ccc([N+](=O)[O-])cc1)N1CCC(Cc2ccccc2)CC1,-5%,-2%,12,-3,1.1,i,1%,-4.3%,3%,-2%
O=C(O)c1ccccc1Nc1ccc(OC(F)F)cc1,-7%,19%,-5,2,1.1,i,5%,-6.0%,2%,-6%
CN1CCN(CCC(=O)N2c3ccccc3Sc3ccc(Cl)cc32)CC1,-3%,6%,10,6,1.1,i,-6%,-2.2%,2%,4%
O=C(Cn1c(O)c(/C=C2\C=Nc3ccccc32)sc1=O)N1CCOCC1,13%,-4%,5,-1,1.1,i,-2%,-1.2%,-1%,0%
C=CCNC(=O)c1cccn1-c1ccsc1C(=O)OC,13%,-1%,-2,-9,1.1,i,-6%,-0.3%,8%,10%
O=C(COC(=O)CC(c1ccccc1)c1ccccc1)NCc1ccc(Cl)cc1,3%,-16%,63*,-3.1*,1.2,i,7%,-6.4%,5%,1%
O=C(CNc1ccccc1)N/N=C/c1cc([N+](=O)[O-])ccc1N1CCCC1,0%,1%,-11,11,1,i,13%,-4.6%,13%,0%
CC(C)Sc1nc(C(F)(F)F)cc(=O)n1-c1ccccc1,9%,-8%,13,21,1,i,1%,-3.6%,-1%,8%
O=S(=O)(Nc1ccccn1)c1ccc(Cl)cc1,3%,-1%,-10,18,1.1,i,-4%,0.8%,3%,1%
COc1cc(C)c(S(=O)(=O)N2CCN(C)CC2)cc1C,4%,3%,1,0,1.1,i,-1%,0.5%,-3%,7%
O=C(Nc1nc2c(s1)COc1ccccc1-2)c1cccs1,-4%,6%,21,8,1.2,i,-2%,-6.7%,16%,-7%
O=C(NCc1ccccc1Cl)c1ccc2c(c1)SC1=NS(=O)(=O)CCN12,-13%,2%,-8,-3,1,i,-1%,-6.8%,-3%,40%
CCNC(=O)CC1C(=O)N(CC)C(=S)N1NC(=O)c1ccccc1 (stereo not given),x,-3%,x,x,x,i,-9%,x,3%,x
CCCCC(CC)CNC(=O)CN(C)S(=O)(=O)c1cccc2nsnc12 (stereo not given),-9%,25%,3,-8,1,i,0%,-6.9%,3%,-5%
CCCCN1C(=O)/C(=C/C=C2\N(C)c3ccccc3C2(C)C)SC1=S,17%,7%,35,5,0.6,i,-1%,-15%,9%,15%
Cc1occc1-c1nnc(SCc2nc3ccccc3c(=O)n2CC#N)n1C,42%,-1%,-3,-7,1.1,i,0%,-1.4%,12%,11%
COC(=O)Nc1nc2ccc(C(=O)c3ccc(F)cc3)cc2[nH]1,6%,-1%,12,5,1.3,i,-2%,-5.4%,2%,5%
COc1ccc(S(=O)(=O)N(C)C)cc1NCC(=O)Nc1ccc(Br)cc1F,-7%,1%,-8,11,1.1,i,-8%,-5.1%,7%,-3%
CC1(C)Nc2ccc(O)cc2-c2c1ssc2=S,32%,1%,13,4,0.9,i,0%,2.4%,6%,-4%
CCCC(C)NC(=O)Cc1ccc(Br)cc1 (stereo not given),-7%,8%,-8,0,1,i,-9%,-4.8%,1%,-6%
COc1ccccc1NS(=O)(=O)c1cc(C)ccc1C,10%,-4%,7,22,1,i,0%,-13%,5%,15%
COC(=O)CSc1cc(C)nc2ccc(OC)cc12,8%,11%,-24,-11,1.1,i,-7%,-3.1%,-2%,3%
COc1cc(CNCCN2CCOCC2)ccc1OCC(=O)NC(C)(C)C,-13%,-6%,-9,-3,1.1,i,-9%,-0.3%,-1%,-20%
Cc1ccccc1-c1nc(-c2ccccn2)no1,1%,-5%,52,51,1.1,i,1%,-2.5%,2%,2%
Nc1ccccc1SCc1cc([N+](=O)[O-])cc2c1OCOC2,-5%,2%,18,14,1,i,-4%,-3.1%,6%,6%
COc1cc2c(cc1OC)C(c1cc3ccccc3oc1=O)=NC(C)(C)C2,17%,3%,4,0,1.1,i,-2%,-7.2%,6%,13%
Cc1nn(CC2CC2)c(=O)n1-c1ccc(F)cc1,10%,-8%,-14,-1,1,i,3%,-3.3%,0%,-7%
CC(C)Cc1nc(SCC(=O)NCc2ccccc2)n[nH]1,14%,4%,-7,-14,0.6,i,2%,-5.7%,4%,20%
COc1ccc(C(=O)N/N=C/c2ccc(OC)c(CN3CCCc4ccccc43)c2)cc1,-48%,9%,0,-13,1.3,i,1%,-2.7%,4%,-26%
O=C(N/N=C/c1cc2c(cc1Br)OCO2)c1cccnc1,-12%,11%,5,0,1.1,i,-2%,-6.5%,14%,-6%
CCOC(=O)c1[nH]c2ccc(OC)cc2c1NC(=O)N1CCOCC1,4%,1%,1,-3,1.1,i,-9%,-2.3%,-5%,-3%
CN(C)C(=O)CN1CCN(C(=O)CCl)CC1,-31%,-4%,-14,3,1.1,i,-3%,-3.8%,-3%,-27%
CCOC(=O)C1(CC2CCCCO2)CCN(C(=O)Nc2ccc3c(c2)OCO3)CC1 (stereo not given),24%,2%,-2,15,1.1,i,-7%,-0.1%,7%,9%

# Arranged by value in XIAP antagonists (descending): 3 from the list above.
Molecule | XIAP antagonists
Cc1cc(C)nc(SCC(=O)NNC(=O)c2cccs2)n1 | -2.0%
COC(=O)CSc1cc(C)nc2ccc(OC)cc12 | -3.1%
O=C(COC(=O)CC(c1ccccc1)c1ccccc1)NCc1ccc(Cl)cc1 | -6.4%

# Remaining list, next part:
SMILES,human PMI inhibitors,P. falciparum M17LAP,WT yeast gro inh,WT yeast gro inh mutant strain,TNAP activation fold,Yfh1-off respiration,LYP inhibition,XIAP antagonists,P. falciparum M1AAP,human PMI inhibition
CCCCOc1ccc(-c2nnn(CC(=O)Nc3ncc(CC(=O)OCC)s3)n2)cc1,14%,-9%,17,2,1,i,5%,-7.1%,2%,16%
COc1ccc(CNC(=O)CN2CCN(C(c3ccccc3)c3ccccc3)CC2)cc1,-7%,-2%,21,10,1,i,-4%,-8.0%,2%,-10%
COc1ccccc1Oc1ccc(S(=O)(=O)NCc2ccccn2)cc1,6%,3%,1,12,1.1,i,4%,-1.6%,3%,6%
C=CCn1c(C(CC(C)C)CC(C)O)n[nH]c1=S (stereo not given),8%,7%,-14,0,0.8,i,-10%,-2.3%,5%,8%
O=C(COc1ccc(Br)cc1CNCCCN1CCOCC1)Nc1ccccc1,-11%,7%,-13,-6,1.1,i,1%,0.4%,0%,-5%
CCc1nnc(NC(=O)CSc2nc3cccnc3n2Cc2ccccc2)s1,-11%,-12%,-11,1,1,i,5%,-3.5%,2%,-8%
CCOC(=O)c1c(C)[nH]c(C2=NNC(=Nc3ccccc3)SC2)c1C,0%,7%,65*,17*,1,i,10%,-3.4%,19%,9%
O=C(NCc1ccccc1)c1ccc2c(=O)n(CCCN3CCCC3=O)c(=S)[nH]c2c1,-12%,12%,-5,1,1.1,i,-2%,-9.4%,20%,-6%
COc1ccc(NC(=O)N2CCC(Cc3ccccc3)CC2)cc1,12%,55%,0,-9,1,i,-4%,-6.0%,12%,7%
O=C(CCSCc1ccc(Cl)cc1)NCc1ccco1,-9%,1%,11,10,1.1,i,-2%,-6.3%,3%,12%
COc1ccccc1NC(=O)N(CCN1CCOCC1)Cc1cc2cc(C)cc(C)c2[nH]c1=O,14%,3%,-23,-12,1.1,i,-6%,-3.8%,-5%,13%
CSCc1cc(N2CCOCC2)nc(-c2ccccc2)n1,-11%,-2%,-1,-4,1.1,i,5%,-7.0%,2%,-24%
O=C1c2ccccc2C(=O)N1CC1c2ccccc2CCN1C(=O)CN1CCOCC1 (stereo not given),5%,-2%,-6,0,1.1,i,-9%,-5.3%,1%,-3%
COCCCNC(=O)CNC(=S)N(Cc1ccccc1F)C1CCCCC1,1%,-5%,5,4,1,i,-2%,-13%,3%,-2%
Cc1ccccc1Cc1c(C)nc2c(C(=O)NCc3ccc4c(c3)OCO4)cnn2c1C,3%,3%,6,3,1.1,u,-7%,2.2%,2%,6%
CC(=O)c1cc(CN2CCN(CCC(C)C)C(CCO)C2)cs1 (stereo not given),x,8%,x,x,x,i,-8%,x,6%,x
CCCC(=O)Nc1nnc(CCN2CCCCC2)s1,7%,3%,-9,3,1.1,i,-3%,1.6%,9%,13%
Cc1ccn2c(C(=O)CSc3ccc(Cl)cc3)c(C)nc2c1,6%,-3%,5,9,1.1,i,2%,-1.2%,1%,2%
CCCCN1CNC(=S)N(c2ccc(C(=O)OCC)cc2)C1,-17%,18%,-5,3,1.1,i,0%,-5.3%,9%,-4%
CC(C)(C)c1ccc(C(=O)Nn2c(CCC(=O)O)ccc2-c2cccs2)cc1,-12%,30%,-5,-17,1,i,-3%,-11%,6%,-3%
COc1ccccc1N(C)S(=O)(=O)c1ccc(C(=O)Nc2ccc(N3CCOCC3)cc2)cc1,16%,-2%,-3,-24,1.1,i,0%,-3.0%,2%,-9%
Cn1c(SCc2ccc(Br)cc2)nnc1-c1ccncc1,4%,8%,-70,2,1.1,i,-10%,-2.5%,10%,2%
N#Cc1cccc(-n2c(-c3ccccc3)nnc2-c2ccccc2)c1C#N,17%,4%,16,22,1,i,-3%,-1.4%,-1%,23%
CCOC(=O)CNC(=O)CNC(=O)c1ccc(OC)cc1,14%,-5%,20,31,1.1,i,-11%,-7.4%,5%,13%
Cc1ccc(OC(=O)COc2ccccc2C)c(-n2nc3ccccc3n2)c1,0%,-2%,19,11,1.1,i,2%,-4.6%,-2%,7%
O=C(c1cccnc1)N1CCc2ccccc21,7%,13%,-23,-19,1.1,i,-6%,-5.0%,7%,8%
CCSc1nnc(NC(=O)CSc2nnc(-c3c[nH]c4ccccc34)n2CC)s1,19%,20%,-6,-2,0.9,i,1%,-9.0%,16%,21%
